# Pin1 inh: inhibitors of human Pin1; Pin1 FP peptide displacement, HiFluor488, 10 min; Potency, µM (highest dose often 115 µM), without a hit: at the top dose activity, negative = inhibition, hits mostly inhibitors; 390,000 compounds, 0.009% hits; Q13526; active means well fitted inhibition curve with a large enough effect in the polarisation, with a control signal flat, not every such curve was filed as active; inconclusive means small, poorly fitted or top-dose-only effect, or effect the other way, or a change in a side signal; inactive means no such curve, though single readings can be large or run the other way; the % refers to the polarisation; further: on the % scale 0 is the no-effect control and ±100 the full control effect
# Target sequence (Q13526 whole entry, looked up): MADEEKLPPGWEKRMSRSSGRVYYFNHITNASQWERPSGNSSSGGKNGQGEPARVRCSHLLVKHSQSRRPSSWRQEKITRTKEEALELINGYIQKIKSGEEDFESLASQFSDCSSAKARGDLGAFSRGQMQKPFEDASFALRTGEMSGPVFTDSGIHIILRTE
# POLI inh: DNA polymerase iota (human) inhibition; Q9UNA4; Pol iota fluorescent replication assay, 10 min; Potency, µM (titrated, usually from 115 µM), inactives show at the top dose activity, negative = inhibition, most hits filed as inhibitors; 390,000 compounds, 1% hits; AID 588590
# Target sequence (Q9UNA4 whole entry, looked up): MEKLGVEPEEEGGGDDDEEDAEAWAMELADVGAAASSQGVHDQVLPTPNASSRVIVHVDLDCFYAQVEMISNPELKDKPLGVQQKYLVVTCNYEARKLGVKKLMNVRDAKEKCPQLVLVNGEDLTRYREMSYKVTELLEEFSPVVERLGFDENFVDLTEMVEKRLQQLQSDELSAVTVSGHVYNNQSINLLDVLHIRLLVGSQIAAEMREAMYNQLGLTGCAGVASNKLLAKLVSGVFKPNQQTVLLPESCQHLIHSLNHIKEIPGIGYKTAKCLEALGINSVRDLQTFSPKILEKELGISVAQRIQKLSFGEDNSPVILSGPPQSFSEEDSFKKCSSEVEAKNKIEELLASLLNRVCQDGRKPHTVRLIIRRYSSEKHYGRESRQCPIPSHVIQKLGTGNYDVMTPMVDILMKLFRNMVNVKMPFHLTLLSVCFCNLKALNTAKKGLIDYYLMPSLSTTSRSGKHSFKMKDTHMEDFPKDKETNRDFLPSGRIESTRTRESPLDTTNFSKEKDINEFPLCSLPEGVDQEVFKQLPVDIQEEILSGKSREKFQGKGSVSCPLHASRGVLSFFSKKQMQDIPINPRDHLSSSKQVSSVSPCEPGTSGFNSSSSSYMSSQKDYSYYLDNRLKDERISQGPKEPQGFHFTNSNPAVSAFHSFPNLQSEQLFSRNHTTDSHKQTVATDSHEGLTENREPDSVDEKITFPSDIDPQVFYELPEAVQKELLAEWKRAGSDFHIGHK
#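 Fluorescent replication assay read twice, at 0 min and 10 min after adding 50 nM (final) substrate. Enzyme (10 nM) and compounds were first incubated 15 min at room temperature; enzyme-free buffer wells were negative controls.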
# G9a inh: G9a (human) methyltransferase inhibition | Q96KQ7 | G9a H3K9 monomethylation, AlphaScreen, 2 h | Potency, µM (doses to about 102 µM), for inactives: at the highest dose activity, negative = inhibition, usual class: inhibitors | 350,000 compounds, 8.8% hits | AID 504332; further: on the % scale 0 is the no-effect control and ±100 the full control effect; nearly all actives have a fitted effect of over 75% in size
#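 AlphaScreen detection with an anti-monomethyl H3K9 antibody quantified product after a 2 h room-temperature reaction containing 500 nM biotinylated H3K9 peptide, 20 µM SAM and 20 nM enzyme, which had been preincubated 15 min with compound.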
# BLM inh: blocks DNA unwinding by human BLM helicase; P54132; recombinant BLM DNA unwinding, fluorescence dequenching; Potency, µM (titrated, usually from 56.1 µM), without a hit: at the highest dose activity change, negative = inhibition, most hits filed as inhibitors; 350,000 compounds, 0.2% hits; AID 2528;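 further: plate controls were vehicle for no effect and no enzyme for full effect; nearly all actives have a fitted effect of over 35% in size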
# JMJD2A Tudor inh: blocks the human JMJD2A Tudor domain; O75164; AlphaScreen JMJD2A-Tudor / H3K4me3 peptide binding; Potency, µM (titrated, usually from 114 µM), without a hit: top-dose activity change, negative = inhibition, hits mostly inhibitors; 390,000 compounds, 4.4% hits; further: on the % scale 0 is the no-effect control and ±100 the full control effect; nearly all actives have a fitted effect of over 50% in size
# Tb PGK inh: inhibitors of T. brucei phosphoglycerate kinase; P07378; PGK/GAPDH coupled, Kinase-Glo luminescence, 60 min; Potency, µM (top dose mostly 57.5 µM), without a hit: at the top dose activity change, negative = inhibition, actives largely listed as inhibitors; 380,000 compounds, 0.043% hits; AID 602233; further: on the % scale 0 is the no-effect control and ±100 the full control effect; nearly all actives have a fitted effect of over 60% in size
#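 Luminescent ATP detection (Kinase-Glo Plus) follows a 60-minute room-temperature incubation, with wells lacking PGK as controls. Buffer: 100 mM TEA (pH 7.6), 5 mM MgCl2, 0.01% Tween-20. Coupling enzyme GAPDH (100 nM final) supplies unstable 1,3-BPG in-well.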
# BAZ2B inh: inhibitors of human BAZ2B bromodomain; Q9UIF8; AlphaScreen BAZ2B-H3K14Ac peptide displacement; Potency, µM (highest dose often 114 µM), for inactives: at the top dose activity change, negative = inhibition, hits mostly inhibitors; 360,000 compounds, 4.4% hits; AID 504333; further: on the % scale 0 is the no-effect control and ±100 the full control effect; nearly all actives have a fitted effect of over 60% in size
#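 Compounds, titrated to a top concentration of 110 uM, were incubated 30 min at room temperature with preformed BAZ2B/acetyl-K14 H3 peptide complex (50 nM each). Proximity signal was measured by AlphaScreen after 20 min with beads.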
# GLS inhibitor: blocks human kidney-isoform glutaminase activity | GLS enzymatic activity, qHTS titration | O94925 | Potency, µM (top dose mostly 45.5 µM), without a hit: at the top dose activity change, negative = inhibition, most hits filed as inhibitors | 410,000 compounds, 0.21% hits; further: on the % scale 0 is the no-effect control and ±100 the full control effect
#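 Read-out is an Amplex red fluorescence increase coupled through glutamate oxidase and HRP, measured before and after 30 min room-temperature incubation. hKGA is in 45 mM KH2PO4 (pH 8.2) with 0.02% Tween-20; glutamine added as 1mM solution.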
# HP1b chromo inh: inhibitors of HP1-beta chromodomain binding to methylated histone tails | P83916 | AlphaScreen HP1-beta / biotin-H3K9me3 peptide binding | Potency, µM (titrated, usually from 114 µM), without a hit: at the highest dose activity change, negative = inhibition, actives largely listed as inhibitors | 390,000 compounds, 0.56% hits | AID 540317; further: nearly all actives have a fitted effect of over 70% in size; inactives centre near 23
#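 HP1-beta protein (50 nM final) preincubated 30 min at room temperature with biotinylated H3(1-18)K9me3 peptide (50 nM) in PBS pH 7.4, 0.01% Tween-20, then compound added for 30 min. AlphaScreen streptavidin donor/nickel chelate acceptor beads (10 ug/mL final), 30 min dark, luminescence read.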
# Numbers without * were called inactive; i = inactive; u = inconclusive; x = not tested or not shown; & = joins results of further samples; [ ] = remark or other dose. Unless noted, the call rests on the fitted dose curve; in most records, active means well fitted curve in the direction sought with a large enough effect; inconclusive means small, poorly fitted or top-dose-only effect, or another doubt; inactive means no such curve, though single readings can be large; an effect the other way counts as inactive or inconclusive. Potency means the concentration at half of the fitted maximal effect. Some of the compounds tested; rates above refer to the full screens.
SMILES,Pin1 inh,POLI inh,G9a inh,BLM inh,JMJD2A Tudor inh,Tb PGK inh,BAZ2B inh,GLS inhibitor,HP1b chromo inh
Cc1ccc(S(=O)(=O)N2CCN(C(=O)C(F)(F)F)C2c2ccc(N(C)C)cc2)cc1 (centres undefined),-2%,131%[activator],19%,-3%,-1%,-8%,-4%,-1%,7%
O=C(Nc1nc(-c2ccc(S(=O)(=O)N3CCCCCC3)cc2)cs1)c1ccccc1,27%,-12%,4%,-3%,-2%,-8%,u,3%,28%
CCOc1ccc(NC(=O)c2ccc(Br)o2)c([N+](=O)[O-])c1,u,13%,2%[59 µM],-3%,-3%,3%,6%[57.1 µM],24%,11%
O/C(=C\c1ccc2ccccc2n1)c1ccc(O)cc1O,u,66%[activator],u,-8%,-21%,-7%,u,-10%,-4%
O=C(CCc1nnc2ccc(N3CCCC3)nn12)Nc1cc(F)ccc1F,-8%,-6%,x,1%,0%,-6%,-7%,-3%,56%[activator]
CCN(C(=O)CSc1nc2scc(-c3ccccc3)c2c(=O)n1C)C1CCS(=O)(=O)C1 (centres undefined),1%,10%,x,x,1%,-9%,x,-16%,48%[activator]
CCOC(=O)c1c(NC(=O)CSc2nnc(Cc3ccccc3)o2)sc(C)c1C,13%,14%,-22%[59 µM],-2%,-9%,4%,-34%,4%,27%
COc1ccc(-c2nc(CS(=O)CC(=O)NCc3ccc(C)cc3)c(C)o2)cc1OC (centres undefined),-2%,-26%,u,-1%,-21%,-5%,-23%,0%,14%
COc1ccc(CCNC(=O)CSCc2ccc([N+](=O)[O-])cc2)cc1OC,-2%,1%,5%,-11%,20µM*,14%,-6%,u,u
CCOCCc1nnc(NC(=O)C2CC(=O)N(c3ccc(OCC)cc3)C2)s1 (centres undefined),-8%,44%[activator],-3%,-6%,-7%,14%,-2%,-1%,0%
CC1(C)CC(=O)C(C=NCCN2CCN(CC(=O)Nc3ccc(Cl)cc3)CC2)=C(O)C1,-8%,-19%,-46%,1%,-17%,0%,x,4%,32%
COC(=O)/C=C1\SC(N2CCOCC2)=C(c2ccc(OC)cc2)C1=O,-11%,35%[activator],2µM*,-3%,-13%,i,45µM*,3%,-9%
Cc1ccc(N2C(=O)CC(SCC(=O)Nc3ccc(S(N)(=O)=O)cc3)C2=O)cc1 (centres undefined),1%,73%[activator],-41%,2%,6%[57.1 µM],7%,5%,-14%,46%[activator]
CCn1cc(C2CC(=O)NC2=O)c2ccccc21 (centres undefined),1%,-7%,3%,1%,1%[11.4 µM],-3%,-14%,13%,45%[activator]
c1c2c(cc3sc(N4CCOCC4)nc13)OCO2,4%,9%,-50%[2.33 µM],-10%,u,u,-9%,15%,u
CNC(=S)N1N=C(c2ccc(C)cc2)CC1c1ccc(Br)cc1 (centres undefined),7%,4%,2%,-10%,-25%,0%,-1%,-12%,9%
COCCOCCn1c(/C=C/c2ccccc2)nc2ccccc21,4%,69%[activator],8%,4%,u,-10%,-1%,0%,3%
CCc1ccc(CNC(=O)CCCN2C(=O)CCn3nc(-c4cccn4C)cc32)cc1,2%,23%,u,0%,u,i,u,3%,0%[57 µM]
COc1ccc(N2C(=O)CC(n3cnc4ccccc43)C2=O)cc1 (centres undefined),-7%,1%,u,0%,-14%,i,0%,-1%,35%
COc1ccccc1CN(C)C(=O)CSc1nnc(C2CC2)n1C1CC1,2%,16%,4%[12.7 µM],x,-18%,0%,3%,0%,24%
O=C(NCc1cc([N+](=O)[O-])ccc1O)c1cccc(NS(=O)(=O)c2ccccc2)c1,-11%,17%,-5%,-8%,-31%,-8%,-11%,13%,-8%
COc1ccc(Nc2nc3ccc(C)cn3c(=O)c2/C=N/O)cc1,-3%,4%,2%,-8%,-4%,i,-6%,-2%,18%
Cc1ccc(S(=O)(=O)N/N=C/c2ccccc2F)cc1[N+](=O)[O-],-6%,9%,11µM*,-4%,-25%,-9%,u,-6%,21%
COCCn1c(SCC(=O)NC(=O)NCc2ccccc2)nc2ccccc21,0%,5%,18%[59 µM],-3%,u,8%,-5%,3%,-9%
CC(=O)c1c(O)c2ccccc2n(Cc2ccccc2)c1=O,19%,-25%,9%,1%,13%,-4%,4%,-4%,46%[activator]
# More records:
SMILES,Pin1 inh,POLI inh,G9a inh,BLM inh,JMJD2A Tudor inh,Tb PGK inh,BAZ2B inh,GLS inhibitor,HP1b chromo inh
COc1cccc(OC)c1OCCCSc1nc(C)cc(=O)[nH]1,3%,2%,0%[59 µM],1%,-8%,-7%,3%,-5%,21%
Cc1ccc(NC(=O)CSc2nnc(N)s2)c([N+](=O)[O-])c1,2%,10%,-39%,0%,u,-5%,-15%,-8%,12%
O=C1NC2(O)C(=O)c3ccccc3C2(O)N1 (centres undefined),5%,111%[activator],10%,-15%,4%[57.1 µM],-6%,2%,-13%,44%[activator]
Cc1ccc(NC(=O)C2CCCN2S(=O)(=O)c2ccc3c(c2)CCC(=O)N3)cc1Cl (centres undefined),-3%,53%[activator],7%,0%,-11%,-6%,8%,3%,20%
CCCCC(=O)O,2%,11%,x,x,-7%,-1%,x,-2%&3%&3%,27%
CCN(CC(=O)Nc1ccc(NC(C)=O)cc1)C(=O)C1CCN(C(=O)c2ccccc2C)CC1,-5%,-1%,x,x,-10%,-1%,x,-10%,57%[activator]
COC(=O)CCC(=O)NC(=S)Nc1ccc(S(=O)(=O)Nc2cc(C)on2)cc1,-7%,-4%,x,0%,-14%,2%,15%,-2%,7%
O=C(c1ccc(O)c(Cl)c1)N1CCN(S(=O)(=O)c2ccccc2)CC1,0%,10%,8%,-3%,-15%,-2%,-17%,0%,13%
Cc1ccc2c(C(=O)CN3CCSCC3)c(C)[nH]c2c1,-2%,8%,10%[12.7 µM],-6%,-19%[11.4 µM],-6%,-2%,29%,6%
CCN1CCN(c2nc3ccccc3nc2C(C#N)S(=O)(=O)c2ccc(C)c(C)c2)CC1 (centres undefined),-10%,8%,-10%[59 µM],-4%,-21%,-4%,5%,-17%,8%
Cc1ccc2nc3[nH]c(=O)[nH]c(=O)c3c(N)c2c1,3%,19%,x,x,-21%,-9%,x,-9%,-1%[57 µM]
COc1ccccc1Oc1nc(-c2ccccc2)cc(C)c1S(C)(=O)=O,2%,-9%,-4%[59 µM],-13%,-9%,-2%,3%,2%,30%
COc1ccc(C2Nc3cccc4cccc(c34)N2)cc1Br,-2%,62%[activator],35µM*,-9%,40µM*,-13%,45µM*,u,u
CCOC(=O)c1cccc(NC(=O)CSc2nnc(-c3ccncc3)n2CCCOC)c1,3%,22%,-5%[59 µM],1%,-10%,-2%,0%,2%,13%
O=C(NCc1ccccn1)[C@@H]1C[C@H]1[C@@H](NP(=O)(c1ccccc1)c1ccccc1)c1ccccc1,-1%,22%,u,3%&2%,-14%,-2%,-1%,0%,52%[activator]

# Structures shown so far that contain a halogen, in the order listed:
SMILES,Pin1 inh,POLI inh,G9a inh,BLM inh,JMJD2A Tudor inh,Tb PGK inh,BAZ2B inh,GLS inhibitor,HP1b chromo inh
Cc1ccc(S(=O)(=O)N2CCN(C(=O)C(F)(F)F)C2c2ccc(N(C)C)cc2)cc1 (centres undefined),-2%,131%[activator],19%,-3%,-1%,-8%,-4%,-1%,7%
CCOc1ccc(NC(=O)c2ccc(Br)o2)c([N+](=O)[O-])c1,u,13%,2%[59 µM],-3%,-3%,3%,6%[57.1 µM],24%,11%
O=C(CCc1nnc2ccc(N3CCCC3)nn12)Nc1cc(F)ccc1F,-8%,-6%,x,1%,0%,-6%,-7%,-3%,56%[activator]
CC1(C)CC(=O)C(C=NCCN2CCN(CC(=O)Nc3ccc(Cl)cc3)CC2)=C(O)C1,-8%,-19%,-46%,1%,-17%,0%,x,4%,32%
CNC(=S)N1N=C(c2ccc(C)cc2)CC1c1ccc(Br)cc1 (centres undefined),7%,4%,2%,-10%,-25%,0%,-1%,-12%,9%
Cc1ccc(S(=O)(=O)N/N=C/c2ccccc2F)cc1[N+](=O)[O-],-6%,9%,11µM*,-4%,-25%,-9%,u,-6%,21%
Cc1ccc(NC(=O)C2CCCN2S(=O)(=O)c2ccc3c(c2)CCC(=O)N3)cc1Cl (centres undefined),-3%,53%[activator],7%,0%,-11%,-6%,8%,3%,20%
O=C(c1ccc(O)c(Cl)c1)N1CCN(S(=O)(=O)c2ccccc2)CC1,0%,10%,8%,-3%,-15%,-2%,-17%,0%,13%
COc1ccc(C2Nc3cccc4cccc(c34)N2)cc1Br,-2%,62%[activator],35µM*,-9%,40µM*,-13%,45µM*,u,u

# Source: PubChem
